E-sel TNF inh – E-selectin induction blockers in HUVEC – imaging, immunofluorescence, high content, primary screen. HUVEC TNFa-induced E-selectin immunofluorescence. inhibition, % at 2 µM. 120,000 compounds, 0.71% hits;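 active = inhibition above the batch mean plus 3 SD, and confirmed as a hit on visual image review, cut at about 43% in these data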;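 note: 0% = TNF-stimulated DMSO wells and 100% = unstimulated control wells; not every result past the cut was called active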
Numbers without * were called inactive. Only part of the results is shown. The share of hits here may be higher or lower than overall.

SMILES	E-sel TNF inh
COc1ccc(C(C(=O)NCc2ccccc2)N(Cc2ccco2)C(=O)c2cnccn2)cc1 (centres undefined)	13
N#Cc1ccccc1NC(=O)c1cc(=O)c2ccccc2o1	8
C/C(=N\NC(=O)c1cccnc1)c1ccc(OC2OCCOC2Oc2ccc(/C(C)=N/NC(=O)c3cccnc3)cc2)cc1 (centres undefined)	-55
COc1ccc(N(/N=C2\Sc3ccccc3C2=O)C(C)=O)cc1	-11
C=CCC1(CC=C)CCCN1C(=O)CC1C(=O)NCCN1Cc1ccc(OC)c(OC)c1 (centres undefined)	-7
Cc1c(C(=O)NCc2n[nH]c(=S)n2-c2ccc(F)cc2)cccc1[N+](=O)[O-]	-4
O=C(Nc1cccc(F)c1)c1c(O)c2cccc3c2n(c1=O)CCC3	-23
O=C(c1ccc2c3c(cccc13)CC2)C1CCCN(Cc2ccc(OCCO)cc2)C1 (centres undefined)	0
Cc1ccc(NC(=O)C2CC(=O)n3c(nc4ccccc43)N2)cc1Cl (centres undefined)	-16
CCOc1ccc(N2CCc3c(C)nc(SC)nc32)cc1	-15
C/C(=N\Nc1nc(N2CCCCC2)nc(N2CCOCC2)n1)c1cccs1	-4
Cc1cc(NC(=O)CSc2nnnn2-c2ccc(C)c(C)c2)no1	2
COc1ccc(C(=O)C2=NN(C(C)=O)CC2c2ccco2)cc1 (centres undefined)	-2
CCC(C)NC(=O)c1ccc(C(=O)c2ccccc2)cc1 (centres undefined)	-57
O=C(Cc1csc(NC(=O)c2ccccc2)n1)NO	37
O=C1CCC(c2ccccc2)=NN1	0
CCCCC(=O)OCC(=O)Nc1ccc(C)c(F)c1	-24
CC(=O)c1ccc(Nc2cnn(C34CC5CC(CC(CC(=O)O)(C5)C3)C4)c(=O)c2Cl)cc1	-23
CN(C)/C=C/C(=O)c1ccc(S(=O)(=O)c2ccccc2)cc1	-15
Cc1nc2ccccc2c(=O)n1NC(=O)c1ccc([N+](=O)[O-])cc1	-13
Cc1sc2nc(CSCC(=O)N(CCC#N)c3ccccc3)[nH]c(=O)c2c1C	7
COc1ccccc1CNC(=O)C1(C)Oc2cccnc2NC1=O (centres undefined)	-28
CCOC(=O)C(C)Sc1ncc(-c2ccccc2)cn1 (centres undefined)	18
CC(=O)C1=C(C)N(c2ccccc2)C(=O)C1(NS(=O)(=O)c1ccc(N)cc1)C(F)(F)F (centres undefined)	10
Cc1cc(C)c2[nH]c(=O)c(CN(Cc3ccccc3)C(=S)NCCCN(C)C)cc2c1	-2

Individual results from above:
Reading of `Cc1cc(NC(=O)CSc2nnnn2-c2ccc(C)c(C)c2)no1` in E-sel TNF inh: 2
Reading of `CCOC(=O)C(C)Sc1ncc(-c2ccccc2)cn1` (centres undefined) in E-sel TNF inh: 18

Next records follow.
SMILES	E-sel TNF inh
CC(=O)Oc1ccc2c(=O)c(-c3ccccc3)coc2c1	-6
CC(C)(C)OC(=O)N/N=C\c1cccnc1	1
Cc1ccc(-c2nnn(CC(=O)N(CCN3CCOCC3)C(C(=O)NC3CCCC3)c3ccncc3)n2)o1 (centres undefined)	-3
CCc1ccc2nc3sc(C(=O)O)cc3cc2c1	-1
COc1ccc(C(=O)N/C(=C\c2ccco2)C(=O)NC2CCS(=O)(=O)C2)cc1 (centres undefined)	-14
O=C(COC(=O)/C=C/c1ccccc1)NCC1CCCO1 (centres undefined)	-3
O=C(Nc1ccccc1N1CCOCC1)c1ccc(Cl)nc1	88*
C=CCOc1ccccc1CNCCc1ccc(S(N)(=O)=O)cc1	-13
COc1ccc(CNC(=O)c2n[nH]c3ccccc23)cc1OC	-14
CC1CCC(NC(=O)CN(C)S(=O)(=O)c2cnc[nH]2)CC1 (centres undefined)	-9
COc1ccc(CCN(C(=O)c2ccco2)C(C(=O)NC2CCCC2)c2ccncc2)cc1OC (centres undefined)	-7
O=C(Nc1nc(-c2cc(F)ccc2F)cs1)c1ccccn1	-8
Nc1c(C(=O)O)cnn1-c1ccccc1	21
CCCN1C(=O)/C(=C\C=C2/Sc3ccccc3N2CC)SC1=S	-16
CCCC(=O)NNC(=O)c1c(O)c2ccccc2[nH]c1=O	-16
COCCN(C(=O)c1ccc2ccccc2c1)c1c(N)n(Cc2ccccc2)c(=O)[nH]c1=O	0
O=[N+]([O-])c1ccc2nc(-c3ccccc3[N+](=O)[O-])[nH]c2c1	-9
O=C(CCc1c[nH]c2ccccc12)Nc1ccc(S(=O)(=O)Nc2ncccn2)cc1	-76
CCCSc1nsc(NC(=O)c2cccnc2OCC)n1	-23
CC(Oc1ccc(Br)cc1)C(=O)NCc1ccccn1 (centres undefined)	1
O=C(CCCN1C(=O)/C(=C/c2cccs2)SC1=S)Nc1ccc(C(=O)O)cc1	-14
Cc1cccc(N(C(=O)c2snc(C(N)=O)c2N)C(C)C(=O)NCC2CCCO2)c1 (centres undefined)	-19
CN(C)/N=C/c1cc([N+](=O)[O-])ccc1O	-48
Nc1cccc(-c2nnc3n2CCCCC3)c1	-3
CNC(=O)c1sc(-c2ccccn2)nc1C	-23

(next part)
SMILES	E-sel TNF inh
O=C1/C(=C\c2cccnc2)SC(=S)N1c1ccc(F)cc1	38
CC(C)(C)Cc1nnc(NC(=O)CN2C(=O)c3ccccc3C2=O)s1	-20
CCOc1ccc(Nc2ccc(N3C(=O)CCC3=O)cc2[N+](=O)[O-])cc1	-4
COc1ccc(CN2C(=O)NC(C)(c3ccc(C)cc3)C2=O)cc1F (centres undefined)	-8
CN1/C(=C\C=C(C#N)C#N)C(C)(C)c2ccccc21	5
Clc1ccc(C2=NNC(=NCc3ccccc3)SC2)cc1	12
COc1ccc(/C=C/C(=O)NCC2COc3ccccc3O2)c(OC)c1 (centres undefined)	-14
O=C(CSc1nnc(-c2cccs2)n1CC1CCCO1)N1CCCC1 (centres undefined)	13
O=C1C(Cl)=C(NC2CCCCC2)C(=O)N1Cc1ccccc1	-19
COc1ccc(Cl)cc1NC(=O)CN(C)CC(=O)Nc1ccccc1N1CCOCC1	13
COC(=O)C1=C(C)N(c2cc(C)cc(C)c2)/C(=C/c2ccco2)C1=O	5
O=C(N/N=C/c1coc2ccccc2c1=O)c1cccc([N+](=O)[O-])c1	-27
N#C/C(=C\c1cccs1)C(=O)Nc1nccs1	4
O=C(CCC(=O)N(CC(=O)NC1CCCCC1)c1ccc2c(c1)OCCO2)Nc1ccccn1	-28
O=C(NNC(=O)[C@H]1CC=CC[C@H]1C(=O)O)c1ccc(Cl)cc1Cl	46
Cc1cc2ncn(CC(C)C)c2cc1C	5
NC(=O)C1CCN(c2ncccc2[N+](=O)[O-])CC1	15
CCN(C(=O)c1ccc(Cl)c([N+](=O)[O-])c1)c1ccccc1	-10
CC(NC(=O)c1ccccc1)C(=O)N/N=C/c1ccc(O)cc1 (centres undefined)	-40
C=CCNC(=O)c1cc(Cl)cc(Cl)c1	44
O=c1c2c(nc3nc(NCc4cccc(Cl)c4)[nH]n13)CCC2	-58
Cc1cc(-c2nnc(CCC(=O)NCc3ccc(F)c(F)c3)o2)no1	-10
Cc1cc(C(=O)COC(=O)c2cccnc2Cl)c(C)n1CC1CCCO1 (centres undefined)	-37
CC(=O)Nc1ccc(C2=NN(C)C(=NCc3ccccc3)SC2)cc1	-40
CC(=O)c1cnc(-c2cccc(Cl)c2)s1	-38

Structures from the list above with a furan ring, fused or not, in the order listed:
SMILES	E-sel TNF inh
COc1ccc(C(C(=O)NCc2ccccc2)N(Cc2ccco2)C(=O)c2cnccn2)cc1 (centres undefined)	13
COc1ccc(C(=O)C2=NN(C(C)=O)CC2c2ccco2)cc1 (centres undefined)	-2
Cc1ccc(-c2nnn(CC(=O)N(CCN3CCOCC3)C(C(=O)NC3CCCC3)c3ccncc3)n2)o1 (centres undefined)	-3
COc1ccc(C(=O)N/C(=C\c2ccco2)C(=O)NC2CCS(=O)(=O)C2)cc1 (centres undefined)	-14
COc1ccc(CCN(C(=O)c2ccco2)C(C(=O)NC2CCCC2)c2ccncc2)cc1OC (centres undefined)	-7
COC(=O)C1=C(C)N(c2cc(C)cc(C)c2)/C(=C/c2ccco2)C1=O	5

Going on with the list.
SMILES	E-sel TNF inh
O=S(=O)(NC(=S)NC1CCCCC1)c1ccccc1	-12
CCCOc1ccc(NC(=O)CC2C(=O)N(CC)C(=S)N2CCCN2CCN(Cc3ccccc3)CC2)cc1 (centres undefined)	-8
O=C1c2ccccc2NC(c2ccccc2)N1NS(=O)(=O)c1ccccc1 (centres undefined)	-2
CCn1ccnc1CN1CCN(CCC(C)C)C(CCO)C1 (centres undefined)	-22
NC(=O)COC(=O)c1ccc(C(=O)C(=O)c2ccccc2)cc1	-23
COc1ccc(C(=O)ON=C2CCN(C)CC2)cc1	3
N/C(=N\c1nc(CSc2nnnn2-c2ccccc2)cc(=O)[nH]1)Nc1ccccc1	-3
Cc1cc(C)c(S(=O)(=O)Nc2cccc(S(=O)(=O)NC3=NCCC3)c2)c(C)c1	-23
O=C(NC(Cc1c[nH]c2ccccc12)C(=O)O)c1cccs1 (centres undefined)	4
O=C(COC(=O)CCC(=O)c1cccs1)NCc1ccccc1	8
CS(=O)(=O)N1CCC(Oc2ccccc2C(=O)N2CCN(CC3CC3)CC2)CC1	-6
CC(=O)Nc1c(Nc2ccccc2)c2ccccc2oc1=O	-22
CCc1c(O)nc(SCC(=O)N(CC)CC)[nH]c1=O	-4
N#Cc1ccc(CSCC(=O)NN=C2CCCC2)cc1	-4
C/C=C/c1ccc(OCC(O)CN2CCCCC2CC)c(OC)c1 (centres undefined)	2
CC1CCc2sc(C(=O)NN)cc2C1 (centres undefined)	-4
CC(=O)c1ccc(C(=O)N2CCCC(CCC(=O)N(C)CCc3ccccn3)C2)s1 (centres undefined)	-10
O=C(NC1CC2CCCC(C1)N2Cc1ccccc1)C1CCCCC1 (centres undefined)	3
COc1cc(OC)cc(N(C(=O)CNC(=O)c2cccs2)C(C(=O)NCC2CCCO2)c2ccc(OC)c(OC)c2)c1 (centres undefined)	24
Cc1ccc(S(=O)(=O)N2CCC(C(=O)C3C(=O)CC(C)(C)CC3=O)CC2)cc1	-19
O=C(NC(=S)Nc1nc(-c2ccc(Cl)cc2)cs1)c1cccs1	-14
NS(=O)(=O)c1ccc(NC(=O)/C=C/c2cccc(Cl)c2)cc1	2
O=[N+]([O-])c1cccc(CNC2CCCCCC2)c1	-26
CC(=O)c1c(C)[nH]c(C(=O)CSc2nc3ccccc3c(=O)n2CCCO)c1C	-33
O=C(O)C1Cc2ccccc2CN1S(=O)(=O)/C=C/c1ccccc1 (centres undefined)	-9

The list goes on (4 carried over from the part before).
SMILES	E-sel TNF inh
NS(=O)(=O)c1ccc(NC(=O)/C=C/c2cccc(Cl)c2)cc1	2
O=[N+]([O-])c1cccc(CNC2CCCCCC2)c1	-26
CC(=O)c1c(C)[nH]c(C(=O)CSc2nc3ccccc3c(=O)n2CCCO)c1C	-33
O=C(O)C1Cc2ccccc2CN1S(=O)(=O)/C=C/c1ccccc1 (centres undefined)	-9
Cc1ccc(S(=O)(=O)N2CCN(C(=S)NCc3ccc4c(c3)OCO4)CC2)cc1	-5
Fc1ccc(Nc2ccc3ccccc3n2)c(F)c1	-65
O=C(O)CCc1nn2c3ccccc3n(CC(=O)O)c2nc1=O	3
O=C(NCCc1csc(-c2ccccc2)n1)c1c(F)cccc1F	-12
N=C1SCC(=O)N1c1ncc(Cc2ccccc2Cl)s1	45
O=C(Nc1ccc2oc(-c3ccncc3)nc2c1)c1ccc(F)cc1	-6
COc1ccc(C2C=C(c3ccc(F)cc3)NC(=S)N2)cc1OC (centres undefined)	-21
Cc1nnc2sc(SCc3ccccc3Cl)nn2c1=O	-17
Nc1nnc(SCC(=O)OCC(=O)NC2CCCCC2)s1	-33
CCc1ccc(CNC(=O)C2CCN(S(=O)(=O)N3CCC4(CC3)OCCO4)CC2)cc1	-3
CC(=O)Nc1ccc(NC(=O)CCCc2c[nH]c3ccccc23)cc1	5
CC(C)N(CCNC(=O)c1oc(=O)c2ccccc2c1-c1ccccc1)Cc1ccco1	7
O=C(CSc1ccsc1[N+](=O)[O-])NC1CCCC1	2
C#CCNC(=O)c1cc2sccc2n1C	22
N=c1occ(C(=O)c2cc(F)ccc2O)cc1C(=O)NC1CCCCC1	16
COc1ccc(-c2ccc(=O)n(CC(=O)Nc3ccc4c(c3)OCCO4)n2)cc1	-4
Cc1ccccc1-c1nnn(CC(=O)Nc2cccc(S(N)(=O)=O)c2)n1	2
O=C(Cc1ccc(Cl)cc1)c1c[nH]c(C(=O)NCc2cccnc2)c1	44
O=c1nc(N/N=C/c2ccco2)cn[nH]1	-8
CN(C)c1nnnn1Cc1ccc(Cl)cc1Cl	17
COc1cccc(C(=O)N2CCCC(CCC(=O)NCc3ccc(F)c(F)c3)C2)c1 (centres undefined)	-28
COC(=O)CN=Cc1c(C)[nH]n(-c2ccccc2)c1=O	-5
COc1ccccc1OCCC(=O)OCC(=O)Nc1ccc(S(=O)(=O)N2CCOCC2)cc1	-4
[O-][n+]1c2c(nc3c1-c1ccccc1C3O)CCCC2 (centres undefined)	1
CCOC(=O)C1=C(CC)Nc2ccccc2N=C1NC(=O)CCN1C(=O)C2CCCCC2C1=O (centres undefined)	-3

Remaining list, next part
SMILES	E-sel TNF inh
NC(=O)c1ccc(/C=N/O)nc1	5
S=C1NCCNC(=S)NCCOCCN1	10
COC(=O)c1ccccc1NC(=O)CSc1nccc(C)n1	-13
CCC(C)NC(=O)C(=O)NCC1CCCN1CC (centres undefined)	10
COC(=O)C(C)Sc1ccc2nnc(-c3ccccc3)n2n1 (centres undefined)	-13
CCOC(=O)CNC(=O)c1ccc2[nH]c3ccccc3c2c1	-1
c1ccc(CN2CCN(Cc3nnc(-c4ccccc4)o3)CC2)cc1	-26
O=C(NCc1ccccc1Cl)NC(=O)c1ccccc1	-80
Cc1ccc([N+](=O)[O-])cc1S(=O)(=O)N1CCCCC1C(=O)O (centres undefined)	-31
CCCC(c1nnnn1C(C)(C)C)N1CCN(C(=O)c2ccco2)CC1 (centres undefined)	-16
CSc1nsc(N/N=C/c2ccccc2)c1C#N	4

Shown in CSV form: part of the list above.
Molecule,E-sel TNF inh
CCC(C)NC(=O)C(=O)NCC1CCCN1CC (centres undefined),10
COC(=O)C(C)Sc1ccc2nnc(-c3ccccc3)n2n1 (centres undefined),-13
CCOC(=O)CNC(=O)c1ccc2[nH]c3ccccc3c2c1,-1
